RMI-FANCM inh: disruptors of RMI1/RMI2 association with MM2 peptide – biochemical, fluorescence polarization, human, primary screen; RMI core complex (RMI1/RMI2) binding to FANCM MM2 peptide, human; RMI core complex with F-MM2 peptide; hits give low values; FP signal (polarization) at 33 µM; 70,000 tested, 0.58% active; AID 1159607, 2016; in the data active means FP signal below about 40; further: inactives centre near 61; strong numbers were not always called active; unit not given here
Starred values were filed as active, the others as inactive; & = joins results of further samples. Some of the compounds tested; rates above refer to the full screens.

SMILES	RMI-FANCM inh
O=C(O)C1CCCCC1C(=O)N1CCNCC1 (stereo unspecified)	62
CCCc1[nH]nc2c1C(c1ccc(OC(=O)c3ccccc3)c(OC)c1)C(C#N)=C(N)O2 (stereo unspecified)	73
CS(=O)(=O)c1ccc2nc(NC(=O)c3cccc(NS(=O)(=O)c4ccccc4)c3)sc2c1	56
c1ccc(-n2ncnc2-c2csc(-c3ccncc3)n2)cc1	51
CC(C)c1nnc2c(=O)n(-c3ccc(F)cc3)ccn12	63
Cc1[nH]n(C)c(=O)c1C(=O)c1c(-c2c(Cl)cccc2Cl)noc1C	56
N[C@@H](CCC(=O)N[C@H](CSN=O)C(=O)NCC(=O)O)C(=O)O	53
COC(=O)c1ccc(Nc2ccnc3c2c(=O)n(C)c(=O)n3C)cc1	55
Cc1nc2ccc(NC(=O)Cc3ccc(Cl)cc3)cc2c(=O)n1-c1ccccc1	68
OC(CCCN1CCCCC1)(c1ccccc1)c1ccccc1	50
Cn1c2c(c(=O)n(C)c1=O)C(c1ccc(Cl)cc1)C(C#N)=C(N)O2 (stereo unspecified)	61
COc1cccc(S(=O)(=O)NCC(=O)Nc2ccc(C(C)(C)C)cc2)c1	73
CC(C)C(=O)Nc1ccc(SCCN2CCOCC2)nn1	65
CCCn1c(=NC(=O)COc2ccccc2)sc2cc(S(C)(=O)=O)ccc21	77
COc1cc2c(cc1OC)C(C)N(S(=O)(=O)c1ccccc1)CC2 (stereo unspecified)	54
CC(=O)COc1ccccc1OC(=O)c1ccccc1	60
Cn1cccc1C(CNC(=O)C(=O)NC1CCCCC1)N1CCc2ccccc2C1 (stereo unspecified)	66
COc1ccc(-c2cc(-c3cccnc3)c3c(N)c(C(=O)c4ccc(Cl)cc4)oc3n2)cc1	-18
O=C(Oc1cccc(Oc2ccccc2)c1)N1CCCCC1	58
Cn1c(C(C#N)=C(O)/C=C/c2ccccc2Cl)nc2ccccc21	68
Cc1ccc(NC(=O)Nc2ccc(C)cc2)cc1	55
Cc1cccc(C)c1N1C(=O)CC(N2CCSCC2)C1=O (stereo unspecified)	51
Cc1ccc(-n2ncc3c2ncn2nc(-c4ccccc4O)nc32)c(C)c1	60
Cn1cc(Cl)c(/C=N\OC(=O)Nc2ccc(Cl)cc2)n1	63
O=C1CC2(CCN(C(=O)c3ccccc3C(F)(F)F)CC2)Oc2ccccc21	52
O=S(=O)(c1cccnc1)N1CCN(c2ccc(-c3ccco3)nn2)CC1	68
O=C(COc1ccc(C2=Nc3ccccc3SC(c3ccccc3)C2)cc1)Nc1ccccc1 (stereo unspecified)	70
COc1cc(/C=C2\Oc3cc(OCC(=O)O)ccc3C2=O)cc(OC)c1OC	57
O=[N+]([O-])c1cccc2cccc(Cl)c12	60
Cc1nc(C(F)(F)F)ccc1C(=O)NNC(=O)c1cccs1	52

Two neighbouring records already listed:
SMILES	RMI-FANCM inh
O=[N+]([O-])c1cccc2cccc(Cl)c12	60
Cc1nc(C(F)(F)F)ccc1C(=O)NNC(=O)c1cccs1	52

The main list resumes with the 4 entries that preceded the break.
SMILES	RMI-FANCM inh
O=C(COc1ccc(C2=Nc3ccccc3SC(c3ccccc3)C2)cc1)Nc1ccccc1 (stereo unspecified)	70
COc1cc(/C=C2\Oc3cc(OCC(=O)O)ccc3C2=O)cc(OC)c1OC	57
O=[N+]([O-])c1cccc2cccc(Cl)c12	60
Cc1nc(C(F)(F)F)ccc1C(=O)NNC(=O)c1cccs1	52
COCC(=O)Nc1ccc2c(c1)CCC(=O)N2CCC(C)C	63
O=C(NCCc1ccccc1)C(Br)C(Br)c1ccccc1 (stereo unspecified)	65
Cc1ccc(-c2ccc(=O)n(CCCNC(=O)Nc3ccc(F)c(Cl)c3)n2)cc1	79
Cc1cccc(Cn2cnc3c(cnn3CCNC(=O)COc3ccc(Cl)cc3Cl)c2=O)c1	66
Cc1cc(C)c(C#N)c(SC(C(=O)O)c2ccccc2)n1 (stereo unspecified)	62
Cc1ccccc1-c1noc(CN2N=NC3C(=O)N(c4ccc5c(c4)CCC5)C(=O)C32)n1 (stereo unspecified)	61
COCCn1c(SCc2c(F)cccc2Cl)nnc1-c1cn(C)nc1OC	65
O=C(Nc1ncc(-c2ccc3c(c2)OCO3)s1)c1cc(Cl)sc1Cl	137
Cc1ccc(-n2cc(C(=O)NCCCOC(C)C)nn2)cc1	58
Cc1ccc(-n2ncc3c(=O)[nH]c(C4CC4)nc32)cc1	77
CN(CCCC(=O)Nc1nccs1)S(=O)(=O)c1ccc2c(c1)C(=O)c1ccccc1C2=O	64
O=C(Nc1cc(Cl)ccc1Oc1ccccc1)c1ccc2nccnc2c1	54
CCc1nnc(NS(=O)(=O)c2ccc(NC(=O)c3sc4ccccc4c3Cl)cc2)s1	53
Cc1ccc(NC(=O)CSc2nc(-c3cccc([N+](=O)[O-])c3)cs2)cc1	67
O=C(c1ccccc1)N1CCN(C(=O)c2ccc[nH]2)CC1	68
Cn1c(SCC(=O)Nc2ccc(F)cc2F)nc2c(-c3ccccc3)csc2c1=O	96
CC(C)c1cc(NS(=O)(=O)c2ccccc2)c(O)c(C(C)C)c1	60
CC(=O)OC(C)C[N+](C)(C)C (stereo unspecified)	56&50
Cc1ccc(-n2ncc3c2ncn2c(-c4ccco4)nnc32)cc1	64
COc1ccccc1N1CCN(S(=O)(=O)c2ccccc2F)CC1	71
CC(C)(C)c1ccc(OCCCC(=O)N2CCOCC2)cc1	64
COc1ccc(CC(=O)Nc2ccc3c(c2)CN(C(=O)C(C)C)CC3)cc1	65
Cc1ccccc1CN1C(=O)N(Cc2ccccc2)S(=O)(=O)c2ccccc21	64
O=c1[nH]c(SCc2cccc([N+](=O)[O-])c2)nc2c1cnn2-c1ccc(Cl)cc1	69
CC1(C)OC2OC(C(=O)N3CCOCC3)C3OC(C)(C)OC3C2O1 (stereo unspecified)	59
O=C(Cn1nc(-c2ccco2)c2sc(N3CCOCC3)nc2c1=O)c1ccc(F)cc1	75
Cc1c(NC(=O)c2ccc(Cl)nc2)cccc1-c1nc2cccnc2s1	66
CS(=O)(=O)N1CCCC(C(=O)Nc2nnc(C3CCCCC3)o2)C1 (stereo unspecified)	65
Cc1cc(NC(=O)c2cccc(N3C(=O)CCC3=O)c2)n(-c2nc3ccccc3s2)n1	67
O=c1ccc(-c2cccnc2)nn1CCNS(=O)(=O)c1cccnc1	66

Reprinted from the part before: two compounds, followed by the next part.
SMILES	RMI-FANCM inh
Cc1cc(NC(=O)c2cccc(N3C(=O)CCC3=O)c2)n(-c2nc3ccccc3s2)n1	67
O=c1ccc(-c2cccnc2)nn1CCNS(=O)(=O)c1cccnc1	66
COC(=O)c1sc(-c2ccccc2)cc1NC(=O)c1ccc(Br)s1	68
CC(C)(C)n1[nH]nnc1=S	54
O=C(CN1CCCC(c2nc3ccccc3[nH]2)C1)Nc1ccc(Cl)c(Cl)c1 (stereo unspecified)	59
CN1C(=O)c2cccc(NC(=O)c3ccc4ncsc4c3)c2C1=O	54
Cc1cc2cc(CNC(=O)c3ccccc3Br)ccc2n1C	55
O=S(=O)(Nc1cc(Sc2cccc3cccnc23)c(O)c2ccccc12)c1ccccc1	61&61
Cc1ccccc1C(=O)Nc1ccc2c(c1)CCC(=O)N2C	57
O=C(CS/C(=C\c1ccccc1)C(=O)O)Nc1ccc(Cl)cc1	62
O=S(=O)(Cc1ccccc1F)NCC1CCN(Cc2ccccc2)CC1	75
CS(=O)(=O)c1ccc(CC(=O)Nc2nnc(-c3cc(Cl)sc3Cl)o2)cc1	63
Cc1cc(=O)[nH]c(-n2nc(C(C)(C)C)cc2N)n1	70
C#CCSc1nccc(-c2cc(-c3ccccc3Cl)no2)n1	65
O=C1NC(=S)/C(=C/c2ccc(-c3ccccc3[N+](=O)[O-])o2)S1	9*
CCn1c(SCC(=O)NCc2ccc(Cl)cc2)nc2c(-c3ccc(C)cc3)csc2c1=O	82
CCCCN(Cc1ccccc1)c1ncnc2nc[nH]c12	61
Oc1c(C(c2ccc(Cl)cc2Cl)N2CCN(c3ccc(F)cc3)CC2)cc(Cl)c2cccnc12 (stereo unspecified)	66
COC(=O)c1ccc(NC(=O)C2CCCN(c3ccc(-c4ccc(OC)cc4)nn3)C2)cc1 (stereo unspecified)	81
CC(C)C(=O)Nc1ccc(C(=O)NCCNS(=O)(=O)N(C)C)cc1	64
COc1ccc(-c2ccc(C)c(NC(=O)c3cccc(OC)c3OC)c2)nn1	72
Oc1ccc2nnc3c(Br)cnn3c2c1	-42
COC(=O)c1cc(S(=O)(=O)N(Cc2ccc(OC)cc2)Cc2cccn2C)oc1C	65
COc1ccc(CC(=O)N2CCNC(=O)C2C)cc1C (stereo unspecified)	58
COC(=O)Nc1nc(CC(=O)Nc2ccc(C(=O)OC)cc2)cs1	58
CCCCCCCCCCCCCCCCCC(=O)OC(CC(=O)O)C[N+](C)(C)C (stereo unspecified)	52&53
CSc1nc(C=Nc2nc(C)cc(C)n2)c(O)n1Cc1cccc(Cl)c1	66
Cc1ccc(C(O)=CC(=O)C(=O)NNC(=O)c2ccccc2Nc2ccccc2)c(C)c1	64&52
CCNc1nn(CC(=O)Nc2ccc(C)cc2C)c(N)c1-c1nc(-c2ccccc2C)no1	59&83
COc1ccc(Nc2nc(NC(=O)Nc3ccc(Cl)cc3)n[nH]2)cc1	60
CN(C)S(=O)(=O)NC1CC(=O)N(c2ccc(F)cc2)C1 (stereo unspecified)	53
C#CC(C)(CC)OC(=O)NC(=O)c1c(Cl)cccc1Cl (stereo unspecified)	66
C=CCN(CC=C)S(=O)(=O)c1ccc(C(=O)Nc2ccc(F)cc2F)cc1	65
CSc1nc(N2CCOCC2)nc(-c2ccccc2)c1C#N	57
CCOC(=O)N1CCN(CC(=O)c2ccc(O)cc2O)CC1	9
FC(F)(F)c1nc(Cl)cc(Cl)n1	56
COc1cccc(C(=O)N2CCN(c3ccc(-c4ccc(F)cc4)nn3)CC2)c1OC	72
Cn1nccc1C(=O)Nc1nnc(-c2cc(Cl)sc2Cl)o1	68
COc1ccc(C)cc1NC(=O)CSc1nc2c(sc(=S)n2-c2ccccc2)c(=O)[nH]1	60
COC(=O)Nc1nc2ccc(Sc3ccccc3)cc2[nH]1	69&59
NO	61
Cc1cc(NC(=O)CSc2nnc(Cc3cccn3C)n2CCc2ccccc2)no1	58
O=C(Sc1cccs1)C1CC2C=CC1CC2 (stereo unspecified)	55
COc1cc2c(cc1OC)[C@@H](c1ccccc1)CN(C)CC2	51
CNC(=O)Cn1nc(C2CC2)c2cnn(-c3ccccc3)c2c1=O	64
Cc1cccc(NC(=O)Nc2nc(CC(=O)NCc3ccco3)cs2)c1	58
N#Cc1c(NC(=O)c2ccc([N+](=O)[O-])cc2Cl)sc2c1CCCC2	61
Cc1ccc(NC(=O)CSC2=NC(C)(C)N=C2c2ccc(C)cc2)cc1	59
COC(=O)C1=C(C)NC(C)=C(C(=O)OC(C)C)C1c1cccc2nonc12 (stereo unspecified)	58&48&62
O=C(/C(=N\O)c1nc2ccccc2s1)c1ccco1	54
O=C1CC(CNS(=O)(=O)c2ccc(Cl)cc2)CN1Cc1ccc(F)cc1 (stereo unspecified)	56
CCOc1cc(C(=O)Nc2ccc3c(c2)CCC(=O)N3)cc(OCC)c1OCC	55
C=CCNc1nc2ccccc2nc1NS(=O)(=O)c1ccc(C)cc1C	63
Fc1cc2[nH]cnc2cc1Cl	62
Cc1ccc(S(=O)(=O)NC(=O)NC2Cc3ccccc3C2)cc1	59
N#CC(C#N)=Cc1ccc(-c2ccc([N+](=O)[O-])cc2)o1	55
COc1ccc(-c2ccc(=O)n(CCNC(=O)Nc3ccc(C)c(F)c3)n2)cc1OC	69
CC(=N/Nc1c(Cl)cc(Cl)cc1Cl)/C(=N/O)C(=O)Nc1ccccc1	53
COc1ccc(OCC(=O)Nc2ccc3c(c2)N(C(=O)C(C)(C)C)CC3)cc1	66
COc1cccc2cc(-c3nnc(NC(=O)c4ccc(N(C)C)cc4)o3)oc12	100
Cc1ccc2oc(C(=O)N3c4ccccc4CC3C)cc2n1 (stereo unspecified)	58
CCOC(=O)N1CCC(NC(=O)C2CCN(C(=O)c3n[nH]c4ccccc34)CC2)CC1	55

Sorted by value in RMI-FANCM inh (descending): 5 of the compounds above.
SMILES	RMI-FANCM inh
COc1cccc2cc(-c3nnc(NC(=O)c4ccc(N(C)C)cc4)o3)oc12	100
Fc1cc2[nH]cnc2cc1Cl	62
Cc1ccc2oc(C(=O)N3c4ccccc4CC3C)cc2n1 (stereo unspecified)	58
O=C1CC(CNS(=O)(=O)c2ccc(Cl)cc2)CN1Cc1ccc(F)cc1 (stereo unspecified)	56
CCOC(=O)N1CCC(NC(=O)C2CCN(C(=O)c3n[nH]c4ccccc34)CC2)CC1	55

(listing goes on)
SMILES	RMI-FANCM inh
O=C(Nc1ccc(F)cc1F)C1COc2ccccc2O1 (stereo unspecified)	58
Oc1ccc2nc(N3CCCC3)sc2c1	68
O=C(NCCc1ccccc1)C1CCN(c2ccc(-c3cccs3)nn2)CC1	60
COc1ccc(Cl)cc1S(=O)(=O)N1CCN(C(c2ccccc2)c2ccccc2)CC1	68
Cc1ccc(-c2ccc(=O)n(CCCC(=O)Nc3cccc(C)c3C)n2)cc1	70
CNCc1cccs1	68
O=S(=O)(c1ccccc1)c1nc(N(CCO)c2ccccc2)sc1Cl	62
O=S(=O)(Cc1ccc(Cl)cc1)c1cccs1	60
CCOC(=O)C1CCN(CC(=O)c2ccc(O)c(C)c2O)CC1	49
Cc1sc2c(c1C)C(=O)CS(=O)(=O)N2C	51
CC(C)C1(C)C(=O)N=C2c3ccccc3C(=O)N21 (stereo unspecified)	56
Cc1nc(-c2ccc(S(=O)(=O)N3CCc4ccccc4C3)s2)cs1	60
CCn1nc(C(=O)Nc2sccc2C(N)=O)cc1C	64
Cn1nccc1C(=O)Nc1nc(-c2ccccc2)c(C(=O)c2ccccc2)s1	67
Cc1ccc(-n2c(C)nc3ccc(NC(=O)c4ccccn4)cc3c2=O)cc1	59
COc1ccc(-c2cc(=O)n(CC(=O)N3CCOCC3)cn2)cc1	64
CC(=O)Nc1ccc(NC(=O)Cn2cnc3c(-c4ccccc4)csc3c2=O)cc1	114
COc1ccc(CCS(=O)(=O)NCCc2ccc(N(C)C)cc2)cc1	70
CC(C)c1nnc(SCC(N)=O)c2c1cnn2-c1ccccc1	63
CC(=O)Nc1ccc(S(=O)(=O)NCCN2CCN(c3ccccc3)CC2)c(C)c1	64
